Screening results: PubChem BioAssay, National Center for Advancing Translational Sciences (NCATS)
B2AR arrestin ag: ADRB2 beta-arrestin recruitment; P07550; 44,000 tested, under 10 active; Potency, µM (highest dose often 46.1 µM), without a hit: at the top dose activation, usual class: activators; HTLA Tango cells, beta-arrestin recruitment, luciferase luminescence, 18 h;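 further: potency means the concentration at half of the fitted maximal effect; 0% = DMSO and full agonism = EC100 isoproterenol or metaproterenol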
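Tango cells expressing recombinant beta2-AR and beta-arrestin were treated with compounds (up to 46 microM titration) in DMEM with 1% FBS for 18 hr at 37 degrees C. Beta-arrestin recruitment drove tTA-dependent luciferase, read by luminescence; curves were fitted and classed.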
GALK inh: inhibitors of human galactokinase (GALK); P51570; recombinant GALK, Kinase-Glo ATP luminescence, 1 h; Potency, µM (top dose mostly 57.5 µM), without a hit: at the highest dose activity, negative = inhibition, most hits filed as inhibitors; 44,000 tested, under 10 active; AID 1347072;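 further: plate controls were full GALK reaction for no effect and reaction lacking GALK for full effect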
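Luminescent ATP-depletion readout (Kinase-Glo Plus) after 1 h room-temperature incubation of human GALK (5 nM) with galactose 100 µM and ATP 35 µM, pH 8.0 HEPES/Mg2+ buffer; compounds tested in qHTS format.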
TSG101-PTAP inh: inhibitors of HIV-1 PTAP binding to human TSG101, validation. Q99816. Fluorescence polarization, FITC-PTAP peptide/Tsg101, 20 min. Potency, µM (titrated, usually from 115 µM), without a hit: at the top dose activity change, negative = inhibition, hits mostly inhibitors. 44,000 tested, under 10 active. AID 1347069; further: potency means the concentration at half of the fitted maximal effect; 0% is about no effect
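Read-out is FITC fluorescence polarization. Compounds were added to Tsg101 binding domain (10 uM final), then FITC-PTAP peptide (50 nM final), 20 min at r.t. Total S+P intensity flags fluorescent compounds.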
p53null 39C tox: kills p53 null cells at the nonpermissive temperature; H1299 p53-null (neo) cells, 39C, ATPlite viability, 24 h; Potency, µM (series often up to 46.1 µM), without a hit: at the top dose activity, negative = cell killing, hits mostly cytotoxic; 55,000 compounds, 0.97% hits;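 further: potency means the concentration at half of the fitted maximal effect; 0% = DMSO only and -100% = full killing by 100 µM tamoxifen; nearly all actives have a fitted effect of over 50% in size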
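Cells seeded at 600/well, 37C overnight. Compound added (up to 46 uM), plates shifted to 39C for 24 hr. ATPlite added, luminescence read after 20 min at room temperature.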
p53null 32C tox: p53 null cell cytotoxicity, permissive temperature. AID 903. 55,000 compounds, 0.62% hits. H1299-neo p53 null cells, ATP luminescence, 24 h, 32C. Potency, µM (series often up to 46.1 µM), for the others: at the top dose activity change, negative = cytotoxicity, hits mostly cytotoxic;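 further: potency means the concentration at half of the fitted maximal effect; 0% = DMSO only and -100% = full killing by 100 µM tamoxifen; nearly all actives have a fitted effect of over 55% in size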
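H1299-neo (p53-null) cells, 600/well, were pre-incubated overnight at 37C, then exposed to compounds at up to 46 uM for 24 hr at 32C. Viability was measured as ATP content by luminescence, and AC50 values came from Hill fits.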
NTMT1 inhibitor: blocks human N-terminal methyltransferase 1 activity. AID 1645870. NTMT1 MTase-Glo SAH luminescence, purified enzyme. 59,000 compounds, 2.5% hits. Q9BV86. Potency, µM (titrated, usually from 114 µM), for the others: at the top dose activity change, negative = inhibition, actives largely listed as inhibitors;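 further: potency means the concentration at half of the fitted maximal effect; plate controls were DMSO vehicle for no effect and no enzyme for full effect; nearly all actives have a fitted effect of over 65% in size; many of its hits are not listed in these tables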
Target sequence (Q9BV86 whole entry, looked up): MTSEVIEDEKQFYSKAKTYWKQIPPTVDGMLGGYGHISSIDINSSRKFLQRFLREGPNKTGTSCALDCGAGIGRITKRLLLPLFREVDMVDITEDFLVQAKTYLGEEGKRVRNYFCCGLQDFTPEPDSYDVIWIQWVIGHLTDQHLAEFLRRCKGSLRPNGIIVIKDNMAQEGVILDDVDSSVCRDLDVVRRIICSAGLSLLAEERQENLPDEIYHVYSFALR
FH mod: Identification of activators of human fumarate hydratase by quantitative high-throughput screening; FH coupled MDH/diaphorase resazurin fluorescence, 15 min; Potency, µM (highest dose often 79.9 µM), for inactives: top-dose activity change, negative = inhibition, most hits filed as inhibitors; Fumarate hydratase, mitochondrial (Homo sapiens), P07954; 54,000 compounds, 0.22% hits; further: potency means the concentration at half of the fitted maximal effect; on the % scale 0 is the no-effect control and ±100 the full control effect; the screen sought activators but most active calls are inhibition curves; nearly all actives have a fitted effect of over 45% in size
Target sequence (P07954 whole entry, looked up): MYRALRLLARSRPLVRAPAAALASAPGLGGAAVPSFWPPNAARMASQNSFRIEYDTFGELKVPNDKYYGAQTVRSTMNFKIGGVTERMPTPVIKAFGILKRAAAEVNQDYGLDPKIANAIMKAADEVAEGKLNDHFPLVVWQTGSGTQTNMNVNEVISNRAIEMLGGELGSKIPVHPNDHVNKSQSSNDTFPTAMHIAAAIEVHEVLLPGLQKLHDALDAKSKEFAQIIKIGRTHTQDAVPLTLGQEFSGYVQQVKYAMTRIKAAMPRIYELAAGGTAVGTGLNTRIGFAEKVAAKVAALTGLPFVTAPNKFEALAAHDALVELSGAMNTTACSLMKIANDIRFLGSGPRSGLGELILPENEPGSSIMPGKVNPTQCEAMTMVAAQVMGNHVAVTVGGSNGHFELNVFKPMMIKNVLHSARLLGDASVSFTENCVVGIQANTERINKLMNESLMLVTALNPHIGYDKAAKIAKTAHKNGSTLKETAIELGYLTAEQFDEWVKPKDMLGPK
An asterisk follows results filed as active; u = inconclusive; x = not tested or not shown; & = joins results of further samples; [ ] = another dose, or the depositor's remark. The call rests on the fitted dose curve; in most records, active means well fitted curve in the direction sought with a large enough effect; inconclusive means small, poorly fitted or top-dose-only effect, or another doubt; inactive means no such curve, though single readings can be large; an effect the other way counts as inactive or inconclusive. Not all compounds are listed; the hit share may differ from the screen's.

#	SMILES	B2AR arrestin ag	GALK inh	TSG101-PTAP inh	p53null 39C tox	p53null 32C tox	NTMT1 inhibitor	FH mod
1	Cc1c(C(=O)N(C)C)sc2c1c(=O)n(-c1ccc(Cl)c(Cl)c1)c(=O)n2CC(=O)Nc1ccc(Br)cc1F	-1.6%	0.3%	-6.5%	-20.3%	-2.8%	x	x
2	CCCNC(=O)CCc1nnc2ccc(N3CCN(c4cccc(OC)c4)CC3)nn12	3.7%	0.0%	-4.9%	-29.6%	1.7%	-5.8%	7.8%
3	Cc1cc(C)n(-c2nnc(Nc3ccc(C)c(Cl)c3)c3ccccc23)n1	-2.2%	2.2%	0.0%	-6.7%	3.0%	12.9%	-17.3%
4	Cc1cn2c(=O)cc(COc3ccccc3NC(=O)c3ccco3)nc2s1	0.5%	0.0%	-0.8%	24.3%	u	-5.7%	2.9%
5	CS(=O)(=O)NCC(c1ccco1)N1CCN(c2ccc(F)cc2)CC1 (configuration not stated)	-2.6%	-1.4%	-3.3%	19.8%&18.0%	-4.8%	4.8%	-11.6%
6	O=C(c1ccc(Cl)cc1)n1nc(-c2ccco2)nc1NCc1cccs1	-0.3%	9.0%	0.2%	-26.0%	-1.9%	5.7%	-21.3%
7	CC(=O)N1CCc2cc(Br)cc(S(=O)(=O)N3CCN(c4cc(C)ccc4C)CC3)c21	0.3%	-2.1%	-2.0%	20.0%	5.4%	22.7%	-2.7%
8	COc1ccc(OC)c(NC(=O)CSc2nc(=O)n(CCN(C)C)c3c2CCC3)c1	-3.3%	-1.5%	-1.9%	0.2%	4.2%	-1.1%	20.0%
9	COc1cc(NC(=O)COCc2cc(-c3ccc(F)cc3)on2)cc(OC)c1OC	-2.1%	-0.7%	-2.6%	-12.3%	-6.8%	-0.5%	-8.1%
10	O=C(Nc1cccc(C(F)(F)F)c1)c1noc2c1CCc1ccccc1-2	0.9%	1.9%	0.8%	-17.5%	5.5%	x	x
11	COc1ccc(-c2cc(C(F)(F)F)nc(SCCC(=O)Nc3cccc(O)c3)n2)cc1	0.4%	0.0%	-1.2%	u	20.6%	8.6%	u
12	Cc1cccc(-c2noc(-c3ccc(NCc4ccccc4)c([N+](=O)[O-])c3)n2)c1	-2.6%	2.0%	1.9%	11.1%	2.4%	8.1%	0.4%
13	Cc1oc2ccc(O)c(CN3CCCC3)c2c1C(=O)Nc1ccccc1	-0.6%	-9.3%	4.5%	-9.2%	2.3%	x	x
14	Cc1cccc(N2CCN(C(=O)CCc3c(C)nc4ncnn4c3C)CC2)c1C	-1.8%	1.5%	-1.6%	2.4%	-3.9%	10.7%	-9.4%
15	COc1ccc(N2CCN(Cc3nnc(-c4ccc5c(c4)OCO5)o3)CC2)cc1	0.4%	-9.2%	0.1%	-5.0%	-6.9%	-5.8%	0.9%
16	COCCCNc1nc2c(S(=O)(=O)c3ccccc3)nnn2c2ccc(Cl)cc12	0.8%	-3.2%	-2.7%	-15.2%	-0.2%	4.8%	9.9%
17	CCOC(=O)c1c(NC(=O)COc2cccc(C)c2C)sc2c1CCC(CC)C2 (configuration not stated)	-0.7%	-15.6%	-0.3%	-15.7%	1.8%	1.7%	u
18	CSc1ccccc1-c1nnc(NC(=O)c2ccc3c(c2)OCCO3)o1	-0.5%	-0.6%	0.6%	u	u	14.1%	u
19	COc1ccccc1N1CCN(S(=O)(=O)c2c(C)sc3ncn(CC(=O)Nc4ccccc4F)c(=O)c23)CC1	0.5%	4.5%	-17.3%	-4.7%	-4.4%	14.3%	1.7%
20	Cc1nn(CCCC(=O)NCc2ccccc2)c(=O)c2c1sc1ccccc12	-3.1%	0.2%	-1.3%	u	u	13.4%	-3.0%
21	Cn1ccc2c(OCC(=O)NCc3ccccc3)cccc2c1=O	-1.0%	-2.0%	-6.1%	8.1%	-7.4%	8.2%	-4.6%
22	CN(Cc1ccccc1)c1ccc2cc(S(=O)(=O)N3CCCCC3)ccc2n1	-0.9%	1.7%	2.4%	8.1%	-6.3%	-0.6%	-11.0%
23	O=C(Cc1cccs1)NC1CC(=O)N(c2cccc(F)c2)C1 (configuration not stated)	-0.1%	-0.9%	0.1%	22.0%	0.1%	-4.0%	-2.3%
24	Cc1cc(C)n(-c2nc3ccccc3nc2Nc2cc(C(=O)O)ccc2C)n1	0.8%	2.6%	-6.9%	-6.9%	-5.8%	u	-6.9%
25	CC(C)c1ccc2oc(-c3cc(NC(=O)c4cccs4)ccc3Cl)nc2c1	12.0%	-4.7%	-0.8%	-12.4%	u	u	u
26	Cc1c(Cl)cccc1NC(=O)CSc1ncc2c(n1)-c1ccccc1N(C)S2(=O)=O	1.3%	-0.9%	-1.7%	-18.2%	-22.7%	-6.0%	-4.6%
27	Cc1nn(-c2nc(-c3ccc(F)cc3)cc(C(F)(F)F)n2)c(C)c1Br	-1.3%	4.4%	-5.1%	1.9%	6.7%	-2.5%	-9.4%
28	CN(Cc1ccccc1)c1ccc(-c2nc(-c3ccco3)no2)cc1[N+](=O)[O-]	-2.5%	-1.1%	0.0%	-8.5%	-13.3%	-12.5%	-6.7%
29	COc1cccc(NC(=O)CSc2c3c(nc4ccccc24)CCCC3)c1	0.1%	0.0%	-2.1%	-16.4%	54.1%[activator]	-1.5%	-12.0%
30	O=C(CCC(=O)N1CC2CCCN2c2ccccc21)NCc1ccccc1F (configuration not stated)	-0.1%	0.8%	0.4%	5.5%	-1.5%	10.4%	-13.2%

Single records (already shown). Screens in order: B2AR arrestin ag | GALK inh | TSG101-PTAP inh | p53null 39C tox | p53null 32C tox | NTMT1 inhibitor | FH mod
Entry for O=C(c1ccc(Cl)cc1)n1nc(-c2ccco2)nc1NCc1cccs1 : -0.3% | 9.0% | 0.2% | -26.0% | -1.9% | 5.7% | -21.3%
Entry for Cc1cc(C)n(-c2nnc(Nc3ccc(C)c(Cl)c3)c3ccccc23)n1 : -2.2% | 2.2% | 0.0% | -6.7% | 3.0% | 12.9% | -17.3%
Entry for COc1cccc(NC(=O)CSc2c3c(nc4ccccc24)CCCC3)c1 : 0.1% | 0.0% | -2.1% | -16.4% | 54.1%[activator] | -1.5% | -12.0%

Carrying on.
#	SMILES	B2AR arrestin ag	GALK inh	TSG101-PTAP inh	p53null 39C tox	p53null 32C tox	NTMT1 inhibitor	FH mod
31	CCCCOc1ccc(C(=O)N2CCN(CCc3ccccn3)CC2)cc1	-3.6%	-5.4%	-10.2%	16.9%	-9.2%	0.7%	4.2%
32	Cc1cccc(N(C)C(=O)C(Cc2ccccc2)NS(=O)(=O)c2cccc3nsnc23)c1 (configuration not stated)	0.8%	-0.4%	-3.7%	5.3%	6.9%	19.7%	0.5%
33	CCOC(=O)c1cc2c(=O)n3ccccc3nc2n(CC2CCCO2)c1=NC(=O)c1ccc(OCC)cc1 (configuration not stated)	1.0%	-5.2%	1.7%	13.6%	3.8%	-2.9%	-10.7%
34	CCCN(CCC)S(=O)(=O)c1ccc2c(c1)N(CC(=O)NC(C)c1ccccc1)C(=O)CS2 (configuration not stated)	1.6%	-0.8%	0.1%	2.8%	0.7%	9.0%	-25.2%
35	CCOc1ccc(CCNC(=O)c2cc3c(-c4ccc(OC)c(OC)c4)nn(C)c3s2)cc1OCC	-0.2%	-1.1%	-11.3%	5.0%	7.2%	-5.7%	u
36	CC(=O)c1cccc(-n2c(=O)c3c4c(sc3n(CC(=O)c3ccccc3)c2=O)CN(C(C)=O)CC4)c1	-0.1%	-7.6%	-7.5%	-4.1%	-4.3%	-0.2%	-5.3%
37	CC(C)NC(=O)c1ccc2c(c1)N(Cc1cccc(Cl)c1)C(=O)c1ccccc1S2=O (configuration not stated)	7.6%	-3.7%	-0.6%	-7.4%	28.2%	3.9%	u
38	COc1cccc(-c2cn3c(n2)sc2cc(C(=O)NC4CCCCCC4)ccc23)c1	-0.1%	-2.6%	-9.9%	-15.7%	0.4%	-3.0%	1.9%
39	Cc1nc(-c2cccc(F)c2)sc1CCNC(=O)C(=O)Nc1ccc2c(c1)OCO2	0.5%	0.5%	-1.6%	-15.4%	11.8%	19.4%	2.3%
40	Cc1nn2c(=O)cc(COC(=O)c3cccc(NC(=O)c4ccc(F)cc4)c3)nc2s1	-0.2%	-0.3%	-1.3%	9.9%	0.3%	4.2%	0.9%
41	COc1ccccc1CNC(=O)C1CCN(S(=O)(=O)c2ccc3c(ccn3C)c2)CC1	0.3%	2.3%	1.4%	14.1%	-8.9%	6.2%	-24.3%
42	CCOC(=O)CSc1nc2sc3c(c2c(=O)n1Cc1ccccc1)CC(C(C)C)OC3 (configuration not stated)	1.1%	0.9%	-3.7%	-4.1%	4.2%	9.6%	-2.1%
43	Cc1cc(C)cc(NC(=O)CCC(=O)N2CCSc3ccccc32)c1	-0.7%	1.1%	-23.8%	0.0%	2.5%	-2.2%	-14.0%
44	COC(=O)c1sc(-c2ccccc2)cc1NC(=O)Nc1ccc(F)cc1	-2.7%	-12.1%	2.3%	u	13.9%	2.5%	u
45	COc1cccc(NC(=O)Cn2c(=O)cc(C)c3c(C)nn(-c4cccc(F)c4)c32)c1	-0.9%	-0.8%	0.2%	0.6%	-0.2%	7.7%	8.5%
46	CC1CCN(S(=O)(=O)c2ccc3c(ccc(=O)n3CC(=O)Nc3ccc(C(C)C)cc3)c2)CC1	0.7%	-6.3%	-0.3%	5.7%	17.7%	0.8%	-5.1%
47	CCOCN(C(=O)CSc1nc2ccccc2[nH]1)c1c(C)cccc1CC	-1.6%	-2.5%	-2.4%	13.4%	4.4%	11.1%	-5.5%
48	O=C(CN1C(=O)COc2ccc(S(=O)(=O)N3CCCCCC3)cc21)NCCc1ccccc1	0.9%	0.0%	-2.9%	8.8%	-1.1%	6.4%	-0.5%
49	COc1cc(OC)c(NC(=O)c2nnn(Cc3ccc(C)cc3)c2N)cc1Cl	-1.8%	0.0%	1.1%	2.9%	-7.6%	16.1%	6.7%
50	COc1ccc(CNC(=O)CCc2cn(C)c3ccccc23)cc1	1.5%	-5.5%	-4.7%	-13.4%	-7.7%	11.9%	-1.5%
51	Cn1nnnc1SCCCNCc1cc(Cl)ccc1OCc1ccccc1F	-0.6%	4.2%	-3.3%	-22.6%	-16.0%	-14.0%	-3.9%

Part of the list above, set out differently:
[2] CCCNC(=O)CCc1nnc2ccc(N3CCN(c4cccc(OC)c4)CC3)nn12
- B2AR arrestin ag: 3.7%
- GALK inh: 0.0%
- TSG101-PTAP inh: -4.9%
- p53null 39C tox: -29.6%
- p53null 32C tox: 1.7%
- NTMT1 inhibitor: -5.8%
- FH mod: 7.8%
[14] Cc1cccc(N2CCN(C(=O)CCc3c(C)nc4ncnn4c3C)CC2)c1C
- B2AR arrestin ag: -1.8%
- GALK inh: 1.5%
- TSG101-PTAP inh: -1.6%
- p53null 39C tox: 2.4%
- p53null 32C tox: -3.9%
- NTMT1 inhibitor: 10.7%
- FH mod: -9.4%
